Screening data deposited in PubChem BioAssay by several laboratories.
AID2073 = disruptors of CaV2.2 binding to Mint1 – biochemical, HTRF (AID 2073); HTRF protein-protein interaction, Mint1-CaV2.2; higher % means a stronger effect; one-dose inhibition, % at 20 µM; IC50 in µM for titrated hits; hit rate 0.19% among 290,000; in the data active = inhibition mostly above about 51%, no sharp cut-off; inconclusive = no clear call, values can overlap the other calls; inactive = mostly below about 53%; note: some results filed as inactive read as strong as hits
KOR beta-arrestin-1 = KOR antagonists, beta-arrestin recruitment, cell-based, luminescence, uHTS (AID 1778) | hit rate 0.091% among 290,000 | one-dose inhibition, % at 10 µM; IC50 in µM for titrated hits | KOR beta-arrestin recruitment, luminescence, antagonist mode; higher % means a stronger effect; note: strong numbers were not always called active
KOR beta-arrestin-2 = KOR agonists, beta-arrestin recruitment, primary screen, cell-based, luminescence, uHTS (AID 1777). hit rate 0.02% among 280,000. KOR beta-arrestin recruitment, luminescence; higher % means a stronger effect. activation, % at 10 µM; hits with a dose series show EC50 in µM; in the data active = activation above about 50%, passing the limit was not always enough; note: a part of the inactive calls stands beside numbers as strong as those of hits
Dynein cargo inh = blocks dynein driven cargo transport along microtubules; z-score, hits read low; hit rate 0.47% among 220,000; 3617.4 mouse cells, GR-EGFP nuclear translocation imaging; test concentration mostly 20 µM; stimulated with dexamethasone, 1 µM; hits give low values;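 active = plate z-score of nuclear minus cytoplasmic receptor signal below a set negative limit, without overly bright fluorescence or cell loss, cut at about -3.5 in these data, passing the limit was not always enough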;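 note: z-score of nuclear minus cytoplasmic ring GR-EGFP intensity difference per well; some compounds called inactive have numbers as strong as hits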
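Also added – dexamethasone, 1.0 µM final · Buffer or medium – tet-free, stripped-serum medium · Schedule – induction 48 h, compound 1 h, agonist 30 min · Detection – formaldehyde fixation, Hoechst nuclear stain, 10x automated fluorescence imaging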
HEK293 NOD2/NF-kB = NOD2 signaling inhibitors, cell-based, luminescence, uHTS, HEK293 (AID 1566); hit rate 0.63% among 290,000; HEK293 NOD2/NF-kB luciferase reporter, luminescence; higher % means a stronger effect; inhibition, % at 4 µM, or EC50 in µM where a hit was titrated; note: many of its hits are not listed in these tables
P. falciparum M17LAP = P. falciparum M17LAP inhibitors, primary screen, biochemical, fluorogenic H-Leu-NHMec substrate, 1536-well (AID 1619). hit rate 0.38% among 220,000. inhibition, % at 30 µM, or IC50 in µM where a hit was titrated. recombinant M17LAP, H-Leu-NHMec fluorogenic kinetic assay; higher % means a stronger effect;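 active = compound inhibiting the enzyme by more than half at any dose during confirmatory dose-response retesting; inconclusive = strong single-dose inhibitors picked by rank but not retested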;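 note: plate controls were full reaction with DMSO carrier for no effect and no enzyme background for full effect; strong numbers were not always called active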
P. falciparum M1AAP = malaria alanyl aminopeptidase activity blockers – biochemical, fluorogenic H-Leu-NHMec substrate, 1536-well (AID 1445) | recombinant M1AAP, H-Leu-NHMec fluorogenic kinetic assay; higher % means a stronger effect | inhibition, % at 30 µM; hits with a dose series show IC50 in µM | hit rate 0.42% among 220,000;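 active = primary inhibition above the hit cutoff, then over 50% inhibition at one or more dose response concentrations, cut at about 23% in these data, passing the limit was not always enough; inconclusive = conflicting primary data, or primary hits not chosen for dose response; inactive = low primary inhibition, or under 50% at every dose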;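 note: plate controls were DMSO full reaction for no effect and no enzyme background for full effect; strong numbers were not always called active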
GPR55 beta-arrestin = GPR55 agonists via beta-arrestin recruitment, primary screen, imaging, U2OS cells, beta-arrestin-GFP redistribution (AID 1961); U2OS GPR55 beta-arrestin-GFP redistribution imaging; higher % means a stronger effect; activation, % at 10 µM, or EC50 in µM where a hit was titrated; hit rate 0.048% among 290,000;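 active = activation above 40% with more than 50 cells counted in the well; inconclusive = wells holding fewer than 50 cells, flagged as toxic or sparse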;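 note: U2OS osteosarcoma cells stably expressing GPR55 and beta-arrestin-GFP; plate controls were DMSO negative control for no effect and LPI positive control for full effect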
NOD1 NF-kB reporter = NOD1 signaling inhibitors, primary screen, cell-based, luminescence, uHTS (AID 1578); inhibition, % at 4 µM; hits with a dose series show EC50 in µM; hit rate 1% among 290,000; NOD1-driven NF-kB luciferase reporter cells, luminescence; higher % means a stronger effect; in the data active = inhibition mostly above about 36%, no sharp cut-off; inactive = mostly below about 34%;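 note: HEK-293T reporter cells stimulated with the NOD1 agonist gamma-tri-DAP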
Dynein cargo inh cytoplasmic EGFP = second read-out of Dynein cargo inh, no call of its own (marks repeat the call); z-score; measured here: cytoplasmic GR-EGFP intensity; hits give high values
Dynein cargo inh nuclear GR-EGFP = also measured in Dynein cargo inh; calls as there; z-score; measured here: nuclear GR-EGFP intensity;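 lower value marks the stronger effect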
Dynein cargo inh cell count = further read-out of Dynein cargo inh, marked with its call; z-score; measured here: cell count per field
Starred values were filed as active, the others as inactive; ? = inconclusive; . = no result given; [ ] = another dose, or the depositor's remark. Cut-off read from the data, not from the text of the source, unless noted: active = inhibition above about 50%; inactive = the rest. An excerpt; rates above refer to the full screens.

The first 8 compounds, ahead of the listing:
(1) O=C(c1ccc(CS(=O)Cc2ccc(Cl)cc2)o1)N1CCN(c2ccccc2)CC1 (stereo not drawn)
(2) CCOC(=O)c1ccccc1NC(=O)c1cc(S(=O)(=O)N2CCOCC2)ccc1F
(3) CCCCN1C(=O)C(=O)N(CC(=O)Nc2ccccc2C(=O)OCC)C1=O
(4) COc1ccc(OC)c(NC(=O)c2c(NC(=O)c3ccco3)sc3c2CCC3)c1
(5) CCOC(=O)N1CCN(C(=O)c2ccc3c(c2)N=C(CC)c2cc(C)ccc2S3)CC1
(6) CC(C)(C)c1cc(S(=O)(=O)CCc2ccccn2)cc(C(C)(C)C)c1F
(7) CCCC1COC(Cn2cncn2)(c2ccc(C)cc2)O1 (stereo not drawn)
(8) CCCCSCCCNC(=O)Nc1ccc(C)c(C)c1
assay / compound,1,2,3,4,5,6,7,8
AID2073,3.4%,20.4%,4.2%,5.5%,5.2%,0.1%,-14.4%,-5.1%
KOR beta-arrestin-1,-6.5%,-35.8%,-36.2%,-33.4%,-9.6%,11.4%,-3.2%,-67.7%
KOR beta-arrestin-2,-1.5%,-3.7%,5.5%,3.7%,-4.9%,-11.2%,4.8%,10.8%
Dynein cargo inh,.,-0.952,.,-0.658,.,-0.712,-0.296,1.92
Dynein cargo inh cytoplasmic EGFP,.,-0.17,.,-0.187,.,-0.172,-0.255,-0.0931
Dynein cargo inh nuclear GR-EGFP,.,-0.417,.,-0.45,.,-0.141,-0.0128,0.893
Dynein cargo inh cell count,.,1.65,.,0.273,.,0.184,0.491,-0.357
HEK293 NOD2/NF-kB,-4.3%,2.1%,2.9%,-15.3%,1.6%,13.3%,-7.2%,1.6%
P. falciparum M17LAP,.,-8.4%,.,-5.5%,.,0.7%,-3.1%,-7.7%
P. falciparum M1AAP,.,5.9%,.,6.4%,.,17.0%,7.3%,0.9%
GPR55 beta-arrestin,-0.3%,-0.1%,0.3%,-0.1%,0.2%,-0.2%,-0.1%,0.0%
NOD1 NF-kB reporter,-0.4%,5.6%,10.0%,-20.5%,15.0%,7.3%,-13.7%,23.4%

The listing, from the first entry:
(1) O=C(c1ccc(CS(=O)Cc2ccc(Cl)cc2)o1)N1CCN(c2ccccc2)CC1 (stereo not drawn)
(2) CCOC(=O)c1ccccc1NC(=O)c1cc(S(=O)(=O)N2CCOCC2)ccc1F
(3) CCCCN1C(=O)C(=O)N(CC(=O)Nc2ccccc2C(=O)OCC)C1=O
(4) COc1ccc(OC)c(NC(=O)c2c(NC(=O)c3ccco3)sc3c2CCC3)c1
(5) CCOC(=O)N1CCN(C(=O)c2ccc3c(c2)N=C(CC)c2cc(C)ccc2S3)CC1
(6) CC(C)(C)c1cc(S(=O)(=O)CCc2ccccn2)cc(C(C)(C)C)c1F
(7) CCCC1COC(Cn2cncn2)(c2ccc(C)cc2)O1 (stereo not drawn)
(8) CCCCSCCCNC(=O)Nc1ccc(C)c(C)c1
(9) CCN(CC)C(=O)c1ccc2c(c1[N+](=O)[O-])C(=O)c1ccccc1C2=O
(10) CC(C)(CNc1ccc([N+](=O)[O-])cc1Cl)N1CCOCC1
assay / compound,1,2,3,4,5,6,7,8,9,10
AID2073,3.4%,20.4%,4.2%,5.5%,5.2%,0.1%,-14.4%,-5.1%,4.0%,-8.1%
KOR beta-arrestin-1,-6.5%,-35.8%,-36.2%,-33.4%,-9.6%,11.4%,-3.2%,-67.7%,20.7%,-14.8%
KOR beta-arrestin-2,-1.5%,-3.7%,5.5%,3.7%,-4.9%,-11.2%,4.8%,10.8%,-4.6%,-2.5%
Dynein cargo inh,.,-0.952,.,-0.658,.,-0.712,-0.296,1.92,-0.426,.
Dynein cargo inh cytoplasmic EGFP,.,-0.17,.,-0.187,.,-0.172,-0.255,-0.0931,-0.252,.
Dynein cargo inh nuclear GR-EGFP,.,-0.417,.,-0.45,.,-0.141,-0.0128,0.893,-0.26,.
Dynein cargo inh cell count,.,1.65,.,0.273,.,0.184,0.491,-0.357,0.26,.
HEK293 NOD2/NF-kB,-4.3%,2.1%,2.9%,-15.3%,1.6%,13.3%,-7.2%,1.6%,-28.9%,-2.9%
P. falciparum M17LAP,.,-8.4%,.,-5.5%,.,0.7%,-3.1%,-7.7%,4.0%,.
P. falciparum M1AAP,.,5.9%,.,6.4%,.,17.0%,7.3%,0.9%,2.8%,.
GPR55 beta-arrestin,-0.3%,-0.1%,0.3%,-0.1%,0.2%,-0.2%,-0.1%,0.0%,-0.1%,0.2%
NOD1 NF-kB reporter,-0.4%,5.6%,10.0%,-20.5%,15.0%,7.3%,-13.7%,23.4%,-18.7%,-16.7%

Reformatted: results already given
Under each structure – AID2073, KOR beta-arrestin-1, KOR beta-arrestin-2, Dynein cargo inh, Dynein cargo inh cytoplasmic EGFP, Dynein cargo inh nuclear GR-EGFP, Dynein cargo inh cell count, HEK293 NOD2/NF-kB, P. falciparum M17LAP, P. falciparum M1AAP, GPR55 beta-arrestin, NOD1 NF-kB reporter
4: COc1ccc(OC)c(NC(=O)c2c(NC(=O)c3ccco3)sc3c2CCC3)c1
 : 5.5%, -33.4%, 3.7%, -0.658, -0.187, -0.45, 0.273, -15.3%, -5.5%, 6.4%, -0.1%, -20.5%
5: CCOC(=O)N1CCN(C(=O)c2ccc3c(c2)N=C(CC)c2cc(C)ccc2S3)CC1
 : 5.2%, -9.6%, -4.9%, ., ., ., ., 1.6%, ., ., 0.2%, 15.0%

Continued.
(11) COc1cc(O)c(C(CC(=O)N2CCOCC2)c2ccc3c(c2)OCO3)c(OC)c1 (stereo not drawn)
(12) CC1=CC2=NC(=O)/C(=C\c3cccn3CCOc3ccc(C)c(C)c3)C(=N)N2O1
(13) COc1cc(C(=O)NCCOc2ccccc2)c(Br)c(OC)c1OC
(14) COc1cc2nc(Cl)nc(N3CCN(C)CC3)c2cc1OC
(15) Cn1c(SCC(=O)NC2CCCC2)nnc1-c1ccncc1
(16) O=C(Cc1ccccc1)Nc1ccccc1Sc1ccccc1
(17) O=C1CSC(c2cccnc2)N1Cc1ccc(Cl)cc1 (stereo not drawn)
(18) CN(C)C(C(=O)NC1CCCCC1)c1ccc(Cl)cc1 (stereo not drawn)
(19) COc1ccc(/C=C2\SC(=O)N(CCNC(=O)C3CCN(S(=O)(=O)c4cccs4)CC3)C2=O)cc1
(20) COc1cc(/C=C2\SC(=S)N(C(Cc3ccccc3)C(=O)O)C2=O)ccc1O (stereo not drawn)
assay / compound,11,12,13,14,15,16,17,18,19,20
AID2073,-8.5%,-5.4%,11.8%,5.3%,-3.9%,10.5%,-2.7%,-5.1%,12.8%,?
KOR beta-arrestin-1,25.0%,-7.5%,-19.0%,-3.5%,-22.3%[20 µM],-10.3%,-0.5%,7.8%,6.0%,16.8%
KOR beta-arrestin-2,1.1%,9.1%,-0.1%,-0.6%,-4.5%,2.4%,9.4%,-0.3%,2.4%,-4.5%
Dynein cargo inh,1.04,0.0546,0.477,-0.796,-0.54,0.118,-0.438,0.426,-1.22,-0.0529
Dynein cargo inh cytoplasmic EGFP,-0.791,-0.218,-0.226,-0.31,-0.328,-0.31,-0.27,-0.15,0.0302,-0.254
Dynein cargo inh nuclear GR-EGFP,0.487,0.0372,-0.11,-0.385,-0.129,0.0442,-0.422,0.402,-0.308,-0.136
Dynein cargo inh cell count,-0.747,0.728,0.689,0.16,0.364,0.0581,0.587,0.255,0.215,-0.302
HEK293 NOD2/NF-kB,13.0%,-11.3%,-3.1%,13.7%,6.8%,-37.2%,1.0%,-22.5%,-140.7%,16.1%
P. falciparum M17LAP,-0.9%,6.3%,2.9%,18.7%,10.5%,-2.7%,1.4%,-8.8%,8.2%,50.5%
P. falciparum M1AAP,-5.5%,5.0%,-1.8%,22.0%,9.9%,6.0%,3.0%,6.3%,10.3%,42.3µM*
GPR55 beta-arrestin,-0.1%,-0.2%,0.1%,0.1%,-0.1%,-0.2%,0.3%,-0.1%,-0.2%,-0.3%
NOD1 NF-kB reporter,1.0%,-37.6%,-19.1%,-0.1%,-4.4%,30.0%,-14.4%,-10.7%,-44.0%,-6.6%

(21) CCOc1ccc(NC(=O)CSc2nnc(Cc3csc(C)n3)o2)cc1
(22) S=c1[nH]nc(-c2ccc(Cl)cc2Cl)n1-c1ccc(Cl)cc1
(23) Cc1ccc(C)c(OCC(=O)NCCN(C)C)c1
(24) N#CC1=C(SCC(=O)Nc2ccc(C(=O)O)cc2)NC(=O)CC1c1ccco1 (stereo not drawn)
assay / compound,21,22,23,24
AID2073,5.4%,-32.7%,-3.9%,6.6%
KOR beta-arrestin-1,14.2%,-4.6%,12.5%,-18.3%
KOR beta-arrestin-2,-2.3%,-3.2%,-2.3%,7.0%
Dynein cargo inh,.,.,0.199,-0.608
Dynein cargo inh cytoplasmic EGFP,.,.,-0.318,-0.0926
Dynein cargo inh nuclear GR-EGFP,.,.,-0.204,-0.238
Dynein cargo inh cell count,.,.,0.134,0.0392
HEK293 NOD2/NF-kB,5.9%,16.1%,1.4%,-4.5%
P. falciparum M17LAP,.,.,-5.7%,13.4%
P. falciparum M1AAP,.,.,8.1%,8.5%
GPR55 beta-arrestin,-0.1%,-0.1%,-0.1%,-0.2%
NOD1 NF-kB reporter,-16.1%,-11.1%,-5.3%,6.1%
